Pf Dd2 inh: P. falciparum Dd2 growth inhibitors, primary screen, SYBR Green fluorescence, single dose replicates; 72 h; active compounds read low; activity change, % at 10 µM; actives 2.3% (n = 94,000); AID 1159554, 2015; in the data active = activity change below about -80%
KDM4C inh: inhibitors of GASC-1 (KDM4C) histone demethylase, primary screen, biochemical, single concentration HTS; GST-KDM4C 2-372, H3K9me3 peptide, LANCE TR-FRET; inhibition, % at 12.5 µM; actives 0.15% (n = 96,000);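 active = mean replicate inhibition above about 25%, with at least 55% of replicates also reaching it, limit read from the data, passing the limit was not always enough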
Target sequence (Q9H3R0 2-372 limits assumed): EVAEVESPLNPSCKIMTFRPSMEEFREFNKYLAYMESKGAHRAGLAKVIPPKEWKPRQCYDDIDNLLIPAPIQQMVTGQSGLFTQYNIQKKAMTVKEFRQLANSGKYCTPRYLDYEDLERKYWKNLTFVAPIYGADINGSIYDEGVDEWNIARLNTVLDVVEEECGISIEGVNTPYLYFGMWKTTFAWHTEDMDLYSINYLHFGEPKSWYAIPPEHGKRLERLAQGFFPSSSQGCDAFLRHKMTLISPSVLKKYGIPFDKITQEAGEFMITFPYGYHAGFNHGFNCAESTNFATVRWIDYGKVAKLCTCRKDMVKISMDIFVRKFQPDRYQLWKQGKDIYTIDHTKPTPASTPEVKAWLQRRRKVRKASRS
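System: N-terminal GST-fused human GASC-1 (KDM4C) fragment, residues 2-372 / Amount: 10 nM GST-KDM4C in enzyme reaction / Also added: H3K9me3 peptide with Fe(II)/2OG / Times: 30 min demethylation and 1 h detection at room temperature / Signal: LANCE TR-FRET / Read-out basis: Fall in 671/618 emission ratio as inhibition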
C diff HTS: C. difficile growth inhibitors, primary screen, HTS | Clostridium difficile clinical isolate growth, OD600, 24 h; active compounds read low | growth activity, negative = inhibition, % at 16 µg/mL (by protocol) | actives 0.25% (n = 86,000);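 active = mean growth activity at or below -80% and every replicate also at or below -80%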;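 also: 0% = DMSO wells and -100% = levofloxacin 16 µg/mL wells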
Tcruzi prolif: T. cruzi intracellular proliferation inhibitors, primary screen, cell-based, beta-gal Tulahuen parasites, NIH3T3 host, luminescence. T. cruzi beta-gal in NIH3T3, GalScreen luminescence, 90 h. inhibition, % at 8.34 µM. actives 5.9% (n = 77,000);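 active = mean inhibition above about 93%, with at least 55% of replicates each passing it, limit read from the data, passing the limit was not always enough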
An asterisk follows results filed as active; nt = not tested or not shown. Not a hit list. Share with any hit: about 6.7%.

Short forms – A = Pf Dd2 inh; B = KDM4C inh; C = C diff HTS; D = Tcruzi prolif
Cc1ccc(S(=O)(=O)N[C@@H]2CC[C@@H](CCn3cc(C4(O)CCCC4)nn3)O[C@H]2CO)cc1
  A: -27 | B: -2.1 | C: -1 | D: 23
O=C(NCC[C@@H]1CC[C@@H](NS(=O)(=O)Cc2ccccc2)[C@H](CO)O1)C1CCCCC1
  A: 2 | B: 0.4 | C: 1 | D: nt
Cc1noc(C)c1NC(=O)NCC[C@H]1CC[C@H](NC(=O)Nc2cccc(Cl)c2)[C@@H](CO)O1
  A: -11 | B: 0.5 | C: nt | D: 2
COc1ccc(NC(=O)N(C)C[C@H]2OCCCC[C@H](C)Oc3ccc(NC(=O)c4ccncc4)cc3C(=O)N([C@H](C)CO)C[C@@H]2C)cc1
  A: -30 | B: 0.3 | C: 2 | D: 19
O=C(N[C@H]1CC[C@H](CCn2cc(C3(O)CCCC3)nn2)O[C@@H]1CO)c1ccccc1F
  A: 8 | B: -0.6 | C: nt | D: -28
CCCC(=O)Nc1ccc2c(c1)C(=O)N(C)C[C@H](OC)[C@H](C)CN(S(=O)(=O)c1cn(C)cn1)[C@@H](C)CO2
  A: 6 | B: -0.8 | C: nt | D: -7
CO[C@H]1CN(C)C(=O)c2ccc(NC(=O)c3ccc(Oc4ccccc4)cc3)cc2OC[C@H](C)NC[C@H]1C
  A: -76 | B: 0.2 | C: nt | D: -6
COc1ccc2c3c([nH]c2c1)[C@H](CO)N(Cc1ccccn1)CC31CCN(C(=O)CC2CC2)CC1
  A: -43 | B: 2.6 | C: 2 | D: nt
C[C@@H]1CN([C@H](C)CO)C(=O)c2cccc(NS(C)(=O)=O)c2O[C@@H]1CN(C)S(=O)(=O)c1cccs1
  A: -28 | B: -0.6 | C: nt | D: -42
O=C(N[C@@H]1CC[C@H](CC(=O)N2CCOCC2)O[C@H]1CO)c1ccc2c(c1)OCO2
  A: 13 | B: 0.4 | C: -6 | D: 6
COc1ccc(NC(=O)Nc2ccc3c(c2)CC(=O)N([C@H](C)CO)C[C@H](C)[C@@H](CN(C)Cc2ccc(C(F)(F)F)cc2)O3)cc1
  A: -75 | B: 1.5 | C: 65 | D: 15
CCS(=O)(=O)N1CCCCN2[C@H](CO)[C@@H](c3ccc(-c4ccccc4C)cc3)[C@H]2C1
  A: -1 | B: -0.3 | C: -5 | D: 61
O=C(C[C@@H]1CC[C@@H](NC(=O)c2ccncc2)[C@@H](CO)O1)NCCc1ccncc1
  A: 7 | B: 2.7 | C: 0 | D: nt
CNC[C@H]1Oc2cc(C#CC3(O)CCCC3)ccc2S(=O)(=O)N([C@@H](C)CO)C[C@@H]1C
  A: -16 | B: -2.4 | C: 4 | D: -113
COc1ccc(NC(=O)Nc2ccc3c(c2)C(=O)N([C@H](C)CO)C[C@@H](C)[C@H](CN(C)CC2CC2)OCCCC[C@@H](C)O3)cc1
  A: -11 | B: -1.5 | C: 3 | D: 92
C[C@@H]1CN([C@H](C)CO)C(=O)c2cc(C#Cc3ccncc3)cnc2O[C@H]1CN(C)CC1CCOCC1
  A: 19 | B: -0.4 | C: 5 | D: -44
CC(C)NC(=O)N(C)C[C@@H]1Oc2ccc(NC(=O)Cn3cnnn3)cc2C(=O)N([C@H](C)CO)C[C@H]1C
  A: 19 | B: -0.7 | C: -2 | D: -56
C[C@H](CO)N1C[C@H](C)[C@H](CN(C)C(=O)C2CC2)Oc2cc(C#Cc3ccccc3)ccc2S1(=O)=O
  A: -92* | B: -2.9 | C: -3 | D: 89
CC(=O)N(C)C[C@@H]1Oc2cc(C#Cc3ccccc3F)ccc2S(=O)(=O)N([C@H](C)CO)C[C@@H]1C
  A: -46 | B: 1.5 | C: -20 | D: 67
C[C@H]1CN([C@@H](C)CO)C(=O)Cc2cc(N(C)C)ccc2O[C@@H]1CN(C)Cc1ccc(Cl)c(Cl)c1
  A: -30 | B: 0.6 | C: 3 | D: 128*

9 compounds out of the list, ordered by SMILES length, smallest number first:
Short forms – A = Pf Dd2 inh; B = KDM4C inh; C = C diff HTS; D = Tcruzi prolif
O=C(C[C@@H]1CC[C@@H](NC(=O)c2ccncc2)[C@@H](CO)O1)NCCc1ccncc1
  A: 7 | B: 2.7 | C: 0 | D: nt
CCS(=O)(=O)N1CCCCN2[C@H](CO)[C@@H](c3ccc(-c4ccccc4C)cc3)[C@H]2C1
  A: -1 | B: -0.3 | C: -5 | D: 61
CNC[C@H]1Oc2cc(C#CC3(O)CCCC3)ccc2S(=O)(=O)N([C@@H](C)CO)C[C@@H]1C
  A: -16 | B: -2.4 | C: 4 | D: -113
C[C@@H]1CN([C@H](C)CO)C(=O)c2cc(C#Cc3ccncc3)cnc2O[C@H]1CN(C)CC1CCOCC1
  A: 19 | B: -0.4 | C: 5 | D: -44
CC(=O)N(C)C[C@@H]1Oc2cc(C#Cc3ccccc3F)ccc2S(=O)(=O)N([C@H](C)CO)C[C@@H]1C
  A: -46 | B: 1.5 | C: -20 | D: 67
C[C@H](CO)N1C[C@H](C)[C@H](CN(C)C(=O)C2CC2)Oc2cc(C#Cc3ccccc3)ccc2S1(=O)=O
  A: -92* | B: -2.9 | C: -3 | D: 89
CC(C)NC(=O)N(C)C[C@@H]1Oc2ccc(NC(=O)Cn3cnnn3)cc2C(=O)N([C@H](C)CO)C[C@H]1C
  A: 19 | B: -0.7 | C: -2 | D: -56
C[C@@H]1CN([C@H](C)CO)C(=O)c2cccc(NS(C)(=O)=O)c2O[C@@H]1CN(C)S(=O)(=O)c1cccs1
  A: -28 | B: -0.6 | C: nt | D: -42
COc1ccc(NC(=O)Nc2ccc3c(c2)CC(=O)N([C@H](C)CO)C[C@H](C)[C@@H](CN(C)Cc2ccc(C(F)(F)F)cc2)O3)cc1
  A: -75 | B: 1.5 | C: 65 | D: 15

(continued)
Short forms – A = Pf Dd2 inh; B = KDM4C inh; C = C diff HTS; D = Tcruzi prolif
COCC(=O)N1CC[C@@H]2[C@@H](CO)N(C)c3ccc(-c4cccc(OC)c4)cc3[C@@H]21
  A: 1 | B: 0.8 | C: 3 | D: 97*
COc1cccc(C(=O)Nc2ccc3c(c2)C(=O)N(C)[C@@H]2CC[C@@H](CC(=O)N[C@@H](C)c4ccccc4)O[C@@H]2CO3)c1
  A: -22 | B: -1.5 | C: -2 | D: 26
O=C(C[C@H]1C[C@@H]2c3cc(NC(=O)C4CCC4)ccc3O[C@@H]2[C@@H](CO)O1)NC1CCCC1
  A: 5 | B: 0.7 | C: -8 | D: 43
C[C@@H]1CN([C@H](C)CO)C(=O)c2cc(NC(=O)CCCN(C)C)ccc2O[C@@H](C)CCCCO[C@H]1CN(C)C(=O)Nc1cccc2ccccc12
  A: -74 | B: 6.1 | C: 11 | D: -24
C[C@@H]1CN([C@H](C)CO)S(=O)(=O)c2ccc(C3=CCCC3)cc2O[C@@H]1CN(C)Cc1cccc(C(=O)O)c1
  A: 9 | B: 0.4 | C: -1 | D: 5
COc1ccccc1S(=O)(=O)N(C)C[C@@H]1OCc2cn(nn2)CCCC(=O)N([C@@H](C)CO)C[C@@H]1C
  A: 2 | B: 1.1 | C: 3 | D: -34
C[C@H]1CN([C@@H](C)CO)C(=O)c2cccc(NC(=O)c3ccc(-c4nccs4)cc3)c2O[C@H]1CN(C)S(C)(=O)=O
  A: 10 | B: 0.8 | C: -1 | D: 2
CC(=O)NC[C@@H]1[C@H](c2ccc(-c3ccccc3)cc2)[C@@H](CO)N1C(=O)C1CC1
  A: -3 | B: -0.9 | C: 2 | D: -16
C[C@H](CO)N1C[C@H](C)[C@@H](CN(C)C(=O)Nc2ccc(F)cc2)Oc2ncc(-c3cccnc3)cc2C1=O
  A: 12 | B: 7.3 | C: -3 | D: -30
C[C@@H]1CCCCO[C@H](CN(C)C(=O)c2ccncc2)[C@H](C)CN([C@H](C)CO)C(=O)c2cc(NS(C)(=O)=O)ccc2O1
  A: 31 | B: -0.5 | C: 8 | D: 21
O=C(NCCCN1CCOCC1)[C@H]1[C@H](CO)[C@H]2Cn3c(cccc3=O)[C@@H]1N2C(=O)NC1CCCC1
  A: nt | B: -0.9 | C: -2 | D: 70
CO[C@@H]1CN(C)C(=O)c2cc(NC(=O)c3ccccc3F)ccc2OC[C@H](C)N(C)C[C@@H]1C
  A: -10 | B: -0.1 | C: nt | D: -5
CO[C@H]1CN(C)C(=O)c2cc(NC(=O)c3cc(C)on3)ccc2OC[C@H](C)N(C(C)=O)C[C@H]1C
  A: -5 | B: -0.9 | C: 0 | D: -17
CCCN(C)C[C@H]1Oc2cc(C#Cc3cccc(F)c3)ccc2S(=O)(=O)N([C@H](C)CO)C[C@H]1C
  A: nt | B: 7.5 | C: 16 | D: 20
CC(C)NC(=O)N(C)C[C@H]1OCCCC[C@@H](C)Oc2ccc(NC(=O)CCCN(C)C)cc2C(=O)N([C@H](C)CO)C[C@@H]1C
  A: -8 | B: 1.8 | C: -3 | D: 5
C[C@H]1CN([C@@H](C)CO)C(=O)Cc2cc(NC(=O)Nc3ccccc3)ccc2O[C@@H]1CN(C)CC1CC1
  A: -47 | B: -2.8 | C: -3 | D: -31
O=C(C[C@H]1CC[C@@H]2[C@H](COC[C@@H](O)CN2C(=O)Nc2ccccc2)O1)NCCc1ccncc1
  A: 2 | B: -0.3 | C: nt | D: 72
CCCN(C)C[C@H]1Oc2cc(C#Cc3cccc(OC)c3)ccc2S(=O)(=O)N([C@@H](C)CO)C[C@H]1C
  A: -45 | B: 1.7 | C: 5 | D: nt
Cc1noc(C)c1NC(=O)Nc1ccc2c(c1)C(=O)N([C@H](C)CO)C[C@H](C)[C@H](CN(C)C(=O)NC(C)C)OCCCC[C@H](C)O2
  A: 10 | B: -0.5 | C: -4 | D: 9
O=C(C[C@@H]1C[C@@H]2c3cc(NS(=O)(=O)c4ccccc4)ccc3O[C@@H]2[C@@H](CO)O1)N1CCCCC1
  A: -13 | B: -2.0 | C: -2 | D: 51
CCCC#Cc1cnc2c(c1)C(=O)N([C@@H](C)CO)C[C@H](C)[C@@H](CN(C)Cc1cccnc1)O2
  A: -28 | B: 2.6 | C: 3 | D: -48
O=S(=O)(c1cccc(F)c1)N1CC[C@@H]2[C@H](CO)Nc3ccc(-c4cccc(F)c4)cc3[C@@H]21
  A: -6 | B: 1.0 | C: -12 | D: 34
C[C@H](CO)N1C[C@H](C)[C@H](CN(C)C(=O)Nc2ccc3c(c2)OCO3)Oc2c(NC(=O)c3nc4ccccc4s3)cccc2C1=O
  A: -47 | B: 4.7 | C: nt | D: 64
Cc1noc(C)c1NC(=O)Nc1ccc2c(c1)C(=O)N([C@@H](C)CO)C[C@@H](C)[C@H](CN(C)C(=O)Nc1ccc(C(F)(F)F)cc1)OCCCC[C@@H](C)O2
  A: -27 | B: -0.1 | C: -3 | D: 27
C[C@H](CO)N1C[C@H](C)[C@H](CN(C)CC2CC2)Oc2c(NC(=O)Nc3ccc(C(F)(F)F)cc3)cccc2C1=O
  A: -53 | B: 0.6 | C: 8 | D: 118*
C[C@H]1CN([C@@H](C)CO)C(=O)c2cccc(NC(=O)C3CC3)c2O[C@H]1CN(C)CC1CCCCC1
  A: 2 | B: -0.5 | C: -2 | D: -9
COc1cccc(S(=O)(=O)Nc2ccc3c(c2)C(=O)N(C)C[C@@H](OC)[C@H](C)CN(Cc2ccccc2F)[C@@H](C)CO3)c1
  A: -54 | B: -1.5 | C: nt | D: nt
C[C@@H]1CN([C@@H](C)CO)C(=O)c2cc(NS(=O)(=O)c3ccccc3)ccc2O[C@@H]1CN(C)Cc1ccc2c(c1)OCO2
  A: -2 | B: 1.6 | C: 2 | D: 102*
C[C@@H]1CN([C@@H](C)CO)C(=O)c2cc(NC(=O)C3CCCCC3)ccc2O[C@@H](C)CCCCO[C@@H]1CN(C)C(=O)Nc1ccc(F)cc1
  A: -66 | B: -1.0 | C: 2 | D: 38
COc1ccc(S(=O)(=O)Nc2ccc3c(c2)C(=O)N([C@@H](C)CO)C[C@@H](C)[C@@H](CN(C)S(=O)(=O)c2ccc(Cl)cc2)OCCCC[C@H](C)O3)cc1
  A: -85* | B: -0.4 | C: 10 | D: 92
O=C(CCN1CCCCC1)NCC[C@@H]1CC[C@H](NC(=O)c2ccc(F)cc2)[C@@H](CO)O1
  A: -14 | B: 2.6 | C: nt | D: -73
Cc1noc(C)c1S(=O)(=O)Nc1ccc2c(c1)C(=O)N([C@H](C)CO)C[C@H](C)[C@@H](CN(C)Cc1ccc(C(F)(F)F)cc1)OCCCC[C@H](C)O2
  A: -12 | B: -2.1 | C: nt | D: 100*
CCNC(=O)Nc1ccc2c(c1)C(=O)N(C)[C@@H]1CC[C@@H](CC(=O)NCc3ccccc3F)O[C@@H]1CO2
  A: -21 | B: 0.7 | C: -1 | D: 15
C[C@H](CO)N1C[C@H](C)[C@H](CN(C)C(=O)c2ccc(F)cc2)Oc2ncc(C#CCN(C)C)cc2C1=O
  A: -4 | B: 10 | C: -6 | D: -7

Bioassay records from PubChem BioAssay.
